HP1b binding inh = blocks HP1-beta chromodomain binding to methylated histone tails | P83916 | AlphaScreen HP1-beta / biotin-H3K9me3 peptide binding | Potency, µM (doses to about 114 µM), without a hit: top-dose activity change, negative = inhibition, actives largely listed as inhibitors | 390,000 tested, 0.56% active | AID 540317; note: nearly all actives have a fitted effect of over 70% in size; inactives centre near 23
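HP1-beta protein (50 nM final) preincubated 30 min at room temperature with biotinylated H3(1-18)K9me3 peptide (50 nM) in PBS pH 7.4, 0.01% Tween-20, then compound added for 30 min. AlphaScreen streptavidin donor/nickel chelate acceptor beads (10 ug/mL final), 30 min dark, luminescence read.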
Pin1 inh = human Pin1 inhibition | 390,000 tested, 0.009% active | Q13526 | Potency, µM (series often up to 115 µM), without a hit: at the top dose activity, negative = inhibition, hits mostly inhibitors | AID 504891 | Pin1 FP peptide displacement, HiFluor488, 10 min; active = well fitted inhibition curve with a large enough effect in the polarisation, with a control signal flat, not every such curve was filed as active; inconclusive = small, poorly fitted or top-dose-only effect, or effect the other way, or a change in a side signal; inactive = no such curve, though single readings can be large or run the other way; the % refers to the polarisation; note: % is set by controls: 0 for no effect and ±100 for the full control effect
12-LOX inh = inhibitors of human 12S-lipoxygenase ALOX12; purified 12hLO, xylenol orange hydroperoxide absorbance; Potency, µM (doses to about 108 µM), inactives show top-dose activity change, negative = inhibition, actives largely listed as inhibitors; 580,000 tested, 1.1% active; AID 1671190; note: % is set by controls: 0 for no effect and ±100 for the full control effect
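Purified human 12hLO at 150 nM in 25 mM Hepes, 0.01% Triton X-100, pH 7.0, preincubated 15 min at room temperature with compound. Reaction started with 40 uM arachidonic acid, 30 min at room temperature. Hydroperoxide measured by Fe-xylenol orange, 573/405 nm absorbance ratio.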
JMJD2A Tudor inh = JMJD2A Tudor domain (human) inhibition | O75164 | 390,000 tested, 4.4% active | Potency, µM (top dose mostly 114 µM), without a hit: at the top dose activity change, negative = inhibition, actives largely listed as inhibitors | AlphaScreen JMJD2A-Tudor / H3K4me3 peptide binding; note: % is set by controls: 0 for no effect and ±100 for the full control effect; nearly all actives have a fitted effect of over 50% in size
ERG-DNA inh = inhibitors of human ERG Ets domain-DNA interaction; fluorescence polarization, His-ERG Ets domain / labelled DNA; Potency, µM (doses to about 76.9 µM), for the others: at the top dose FP activity, negative = inhibition, usual class: inhibitors; 370,000 tested, 0.028% active; AID 624246; active = well fitted inhibition curve with a large enough effect in the polarisation, with a control signal flat; inconclusive = small, poorly fitted or top-dose-only effect, or effect the other way, or a change in a side signal; inactive = no such curve, though single readings can be large or run the other way; the % refers to the polarisation;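 note: polarization taken with two DNA probes labelled with fluorescein and Texas red; % of control where 0% means no effect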
Target sequence (P11308 whole entry, looked up, the tested form may be a part): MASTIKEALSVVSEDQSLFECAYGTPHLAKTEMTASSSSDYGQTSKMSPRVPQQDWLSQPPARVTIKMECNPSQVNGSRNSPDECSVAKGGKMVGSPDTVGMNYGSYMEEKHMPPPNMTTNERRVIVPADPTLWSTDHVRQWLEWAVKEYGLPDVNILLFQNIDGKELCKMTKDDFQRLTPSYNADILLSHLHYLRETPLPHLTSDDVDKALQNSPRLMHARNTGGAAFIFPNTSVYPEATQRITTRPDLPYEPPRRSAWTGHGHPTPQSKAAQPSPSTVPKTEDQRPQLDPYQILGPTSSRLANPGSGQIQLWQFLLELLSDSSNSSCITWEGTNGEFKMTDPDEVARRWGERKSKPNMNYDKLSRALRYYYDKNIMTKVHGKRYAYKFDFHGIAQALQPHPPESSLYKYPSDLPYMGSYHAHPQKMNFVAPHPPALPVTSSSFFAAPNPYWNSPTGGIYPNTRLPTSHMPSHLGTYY
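His-tagged ERG Ets domain (1 uM in the protein solution; 300mM KCl, 50mM Tris-HCl, 1mM EDTA, 1mM DTT, pH 7.5) received compound, then a probe mix of 5 nM fluorescein-DNA and 100nM Texas-615-DNA. Fluorescence polarization was read for both dyes.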
GLS inh = inhibitors of human glutaminase (GLS); Potency, µM (series often up to 45.5 µM), for the others: top-dose activity change, negative = inhibition, actives largely listed as inhibitors; GLS enzymatic activity, qHTS titration; 410,000 tested, 0.21% active; AID 624170; note: % is set by controls: 0 for no effect and ±100 for the full control effect
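Assay buffer: 45 mM KH2PO4 pH 8.2, 0.02% Tween-20. hKGA acts on L-glutamine (1 mM solution added); product glutamate is reported by an oxidase/peroxidase Amplex Red coupling, with fluorescence taken at baseline and 30 min.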
RGS4 inhibitor = human RGS4 inhibition. AID 504845. Potency, µM (titrated, usually from 114 µM), for the others: top-dose activity change, negative = inhibition, most hits filed as inhibitors. 390,000 tested, 0.039% active. Transcreener GDP fluorescence polarization, RGS4-accelerated GTP hydrolysis. P49798; note: % is set by controls: 0 for no effect and ±100 for the full control effect; nearly all actives have a fitted effect of over 75% in size; some results filed as inactive show a strong effect at the top dose
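MLSMR compounds (23 nl, pin-transferred) preincubated 10 min at room temperature with a 500nM (2x) first reagent, then RGS4 at 900nM (2x) plus Transcreener GDP mix added; fluorescence polarization (620/688 nm) read before and after 90 min at 30 °C.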
TrxR1 inh = blocks rat thioredoxin reductase 1 | 390,000 tested, 1% active | recombinant rTrxR1, NADPH fluorescence consumption, selenite substrate | Potency, µM (series often up to 114 µM), inactives show at the highest dose activity change, negative = inhibition, hits mostly inhibitors; note: % is set by controls: 0 for no effect and ±100 for the full control effect; nearly all actives have a fitted effect of over 65% in size
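Rat TrxR1 (90 nM in the dispensed reagent) was pre-reduced with 400 uM NADPH for 5 min at room temperature, then incubated with compound for 15 min. After 400 uM selenite was added, NADPH fluorescence (Ex 340/Em 450 nm) was followed for 8 min.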
PGK inhibitor = T. brucei PGK inhibition; P07378; PGK/GAPDH coupled, Kinase-Glo luminescence, 60 min; Potency, µM (top dose mostly 57.5 µM), inactives show top-dose activity change, negative = inhibition, usual class: inhibitors; 380,000 tested, 0.043% active; AID 602233; note: % is set by controls: 0 for no effect and ±100 for the full control effect; nearly all actives have a fitted effect of over 60% in size
Target sequence (P07378 whole entry, looked up): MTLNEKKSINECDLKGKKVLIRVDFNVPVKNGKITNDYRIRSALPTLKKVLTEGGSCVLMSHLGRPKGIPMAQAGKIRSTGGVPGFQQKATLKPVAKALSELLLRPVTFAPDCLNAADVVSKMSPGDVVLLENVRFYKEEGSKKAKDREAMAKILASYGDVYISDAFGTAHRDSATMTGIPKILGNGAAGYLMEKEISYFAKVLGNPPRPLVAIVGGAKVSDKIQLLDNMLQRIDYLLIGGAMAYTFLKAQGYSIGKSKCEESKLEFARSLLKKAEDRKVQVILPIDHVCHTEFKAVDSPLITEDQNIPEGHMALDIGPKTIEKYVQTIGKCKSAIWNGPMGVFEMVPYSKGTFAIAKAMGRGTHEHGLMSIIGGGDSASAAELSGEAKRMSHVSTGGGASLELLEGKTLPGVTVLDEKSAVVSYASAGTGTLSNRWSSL
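Luminescent ATP detection (Kinase-Glo Plus) follows a 60-minute room-temperature incubation, with wells lacking PGK as controls. Buffer: 100 mM TEA (pH 7.6), 5 mM MgCl2, 0.01% Tween-20. Coupling enzyme GAPDH (100 nM final) supplies unstable 1,3-BPG in-well.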
Numbers without * were called inactive; i = inactive; ? = inconclusive; nt = not tested or not shown; & = joins results of further samples; [ ] = dose if it differs, or a comment. Unless noted, calls come from the whole dose curve; as a rule, active = well fitted curve in the direction sought with a large enough effect; inconclusive = small, poorly fitted or top-dose-only effect, or another doubt; inactive = no such curve, though single readings can be large; an effect the other way counts as inactive or inconclusive. Potency is the fitted concentration of half-maximal effect. A portion of the library. The share of hits here may be higher or lower than overall.

compound	RGS4 inhibitor	PGK inhibitor	Pin1 inh	GLS inh	JMJD2A Tudor inh	ERG-DNA inh	HP1b binding inh	12-LOX inh	TrxR1 inh
CCN(CC)S(=O)(=O)c1ccc(F)c(C(=O)OC2CC(C)OC2=O)c1 (configuration not stated)	9%	11%	6%	-2%	-8%	-6%	27%	8%	15%
CCc1nnc(NS(=O)(=O)c2ccc(NS(=O)(=O)c3ccccc3)cc2)s1	-35%	-3%	9%	4%	-9%	-2%	41%[activator]	-5%	20%
Cc1ccc(Cn2nnnc2CN2CCC(O)(c3ccccc3F)CC2)cc1	-3%	-2%	4%	17%	-16%	nt	1%	-20%	8%
CCc1c(C2(O)CCCCC2)[nH]c2ccc(C#N)cc12	18%	0%	0%	2%	-16%	3%	17%	-24%	-11%
CCCn1c(SCC(=O)N(C)CC(=O)Nc2ccc(Cl)cc2)n[nH]c1=O	-16%	-9%	-7%	-8%	-1%	2%	65%[activator]	-4%	21%
CCOC(=O)C(C)Sc1nc(-c2ccccc2)nc2ccc(F)cc12 (configuration not stated)	11%	7%	-6%	-4%	25%	3%	83%[activator]	0%	-10%
O=C(CCC(=O)N1CCOc2ccc(Cl)cc21)NCCN1CCOCC1	-10%	-1%	1%	0%	-25%	-3%	10%	20%	15%[57.1 µM]
CCCn1c(SCC(=O)N2CCCCC2)nnc1C(C)C	?	i	-6%	2%	25µM*	49%[activator]	?	-1%	13%
Fc1c(F)c(F)c(SCn2cc(Br)cn2)c(F)c1F	-7%	i	-3%	-4%	28%	-2%	76%[activator]	-28%	14%
Cc1cccc(NC(=O)C2CCCN(S(=O)(=O)c3ccc(Br)s3)C2)c1 (configuration not stated)	-16%	0%	14%	-9%	-4%	1%	40%	?	10%
CCn1c(O)c(N=NC(=O)CNc2ccc(C)cc2)c2ccccc21	-6%	0%	-14%	10%	56µM*	0%	?	-7%	7%
CCN(CC)C(=O)Cn1c(=O)cc(C)c2c(C)nn(-c3ccc(C)cc3)c21	-10%	-1%	-7%	1%	-20%	-3%	?	-26%	0%[57.1 µM]
CC(C)CC1CCCCC1OC(=O)CN1CCCCC1 (configuration not stated)	-21%	-12%	-3%	4%	11%	-6%	42%[activator]	2%	5%[57.1 µM]
CC(=O)c1cccc(NC(=O)C2COc3ccccc3O2)c1 (configuration not stated)	10%	1%	1%	-4%	-2%	-6%	32%	3%	7%
CC1Cc2ccccc2N1C(=O)CO/N=C/c1ccc(OC(F)F)cc1 (configuration not stated)	-20%	-10%	-8%	-3%	11%	-1%	45%[activator]	16%	-1%
CC(C)C(=O)NC(Nc1cccc2cccnc12)C(Cl)(Cl)Cl (configuration not stated)	-34%	-5%	-14%	-7%	-13%	1%	28%	0%	18%[57.1 µM]
O=S(=O)(/C=C/c1ccccc1)NCc1ccccc1Cl	31%	-2%	3%	-1%	18%	-1%	45%[activator]	-19%	14%[57.1 µM]
O=C(NCCc1ccccc1)c1ccc2c(c1)OCCO2	4%	-13%	-3%	5%	-11%	-17%	42%[activator]	-9%	12%[57.1 µM]
CCOC(=O)c1c(C)c(C(=O)NCc2ccc(OC)cc2)c(C)n1CC	5%	-4%	-2%	-9%	-13%	-4%	4%	-9%	21%
COc1cccc(CNC(=O)C2CCN(S(=O)(=O)c3cnc[nH]3)CC2)c1	-44%	-1%	-6%	2%	-28%	0%	35%	34%[activator]	4%
Cc1cc(C)c(NC(=O)CSc2nc3ccccc3c3nc(-c4ccccc4)nn23)c(C)c1	-12%	i	-7%	4%	-8%	-2%	30%	1%	1%[57.1 µM]
Cc1cccc(NC(=O)Cn2nnc(C(=O)NCc3ccco3)c2N)c1	41%&14%	-8%&6%	-1%&4%	5%&3%	-14%&-21%	-3%&-5%	14%&21%	-10%&0%	9%&17%
O=C(COc1ccc(S(=O)(=O)NC2CCCC2)cc1)N1CCCCCC1	-39%	-6%	-3%	-15%	4%	-3%	35%	0%	3%
CCCOc1ccc(N2C(=O)CC(N3CCN(c4ccc([N+](=O)[O-])cc4)CC3)C2=O)cc1 (configuration not stated)	16%	5%	15%	-4%	-27%	0%	9%	-51%	15%
CCOc1cc(/C=C2\N=C(C)OC2=O)cc(Br)c1OCC(=O)OC	16%	nt	19%	-13%	-16%	nt	-13%	0%	?
O=C(N/C(=C/c1ccco1)C(=O)N1CCCCCC1)c1cccs1	-10%	11%	?	5%	-17%	4%	5%	?	?
Cc1cccc(NC(=O)C2C(c3ccccc3)C2(Cl)Cl)c1 (configuration not stated)	16%	-1%	8%	11%	23%	14%	83%[activator]	?	18%
Cn1c(=O)c2c(O)c(Cc3ccccc3)c(=O)[nH]c2n(C)c1=O	30%	-4%	12%	?	2%	-5%	31%	0%	19%[57.1 µM]
Cc1ccc(C)c(OCc2cc(C(=O)N(C)Cc3nccs3)no2)c1	-51%	2%	-1%	-1%	1%	0%	71%[activator]	1%	23%
CN(c1nc2ccccc2n2c(-c3ccco3)nnc12)S(=O)(=O)c1ccccc1	18%	-5%	2%	-10%	-7%	-2%	37%	0%	4%
Cc1ccc(CN2C(=O)N/C(=C\c3ccc(N4CCOCC4)cc3)C2=O)cc1	-3%	2%	9%	5%	-9%	10%	19%	6%	-9%
CCN(CC(=O)NC(=O)NCc1ccccc1)Cc1nc2ccccc2c(=O)[nH]1	-2%	0%	5%	0%	0%	-3%	24%	0%	12%[57.1 µM]
Cc1ccc(S(=O)(=O)N(C)C)cc1NC(=O)c1cc(=O)[nH]c2ccccc12	12%	-1%	9%	2%	-9%	1%	41%[activator]	6%	7%
O=C(CCCN1C(=O)/C(=C\c2cccc(Br)c2)SC1=S)Nc1cccnc1	-35%	-14%	2%	4%	?	5%	-18%	-16%	2%[57.1 µM]
CN(C)S(=O)(=O)c1cc(NC(=O)CSc2ncc(C(F)(F)F)cc2Cl)ccc1Cl	0%	i	2%	-2%	-15%	0%	21%	10%	27%[57.1 µM]
C#CCOCCOCCOCCNc1nc(N2CCN(C(=O)[C@H]([C@@H](C)CC)n3cc(CCC(=O)O)nn3)CC2)nc(N2CCN(C(=O)[C@H](CCCCN)n3cc(CC(C)O)nn3)CC2)n1 (some centres not stated)	-24%	i	-4%	-1%	?	4%	31%	-12%	18%
COc1ccc(CC(=O)Nc2ccc(N3CCOCC3)cc2)cc1S(=O)(=O)N1CCOCC1	23%[11.4 µM]	-1%	2%	43%[activator]	-21%[11.4 µM]	-12%	45%[activator]	3%	-20%
CCCCCC(=O)Nc1ccc(S(=O)(=O)Nc2ccc(Cl)nn2)cc1	22%	-1%	0%	-7%	-3%	12%	37%	1%	-2%[57.1 µM]
CCCCC(c1nnnn1Cc1ccco1)N1CCN(c2nc3ccccc3s2)CC1 (configuration not stated)	-9%	-5%	46%[activator]	11%	-24%	4%	2%	?	?
Nc1nnc(SCC(=O)Nc2ccc3c(c2)OCCO3)s1	17%	-8%	-2%	nt	-1%	0%	27%	0%	22%
COc1ccc(N(CC(=O)Nc2nc3ccc(C)cc3s2)S(=O)(=O)c2c(C)nn(C)c2C)cc1	-9%	i	17%	-3%	-26%	-1%	9%	32%[activator]	16%[57.1 µM]
CCOc1ccc2[nH]cc(S(=O)(=O)c3ccc(C)cc3)c(=O)c2c1	-2%	-8%	5%	-5%	1%	-8%	48%[activator]	17%	15%
O=C(CNC(=O)c1ccc(-c2ccccc2)cc1)Nc1ccc(S(=O)(=O)Nc2ncccn2)cc1	-14%	-3%	46%[activator]	1%	5%	-4%	42%[activator]	-25%	-6%
O=C(COC(=O)c1cc(Cl)ccc1O)c1ccc2c(c1)OCO2	-46%	6%	1%	4%	6%	-6%	28%	-22%	14%
CCc1nn(CC(=O)NCCCN(C)C2CCCCC2)c(=O)c2cc3occc3n12	19%[11.4 µM]	-8%	3%	3%	-9%	3%	31%	nt	-13%
Cc1ccccc1OCC1Cn2c(nc3c2c(=O)n(C)c(=O)n3C)O1 (configuration not stated)	3%	-6%	0%	-3%	-3%	4%	30%	0%	10%[57.1 µM]
O=C(c1cc2ccccc2oc1=O)N1CCOCC1	9%	2%	1%	3%	-6%	5%	1%	10%&-10%	4%
Cc1ccc(C)c(N(C)S(=O)(=O)c2ccc3[nH]cc(C(=O)NC4CCCC4)c(=O)c3c2)c1	29%	-7%	2%	2%	?	3%	0%	?	8%[57.1 µM]
COc1ccc(CNc2ncnc3sccc23)cc1	-8%	-6%	-5%	5%	-6%	11%	18%	-25%	17%[0.457 µM]
